GRP78 ERSR act: qHTS for Inducers of the Endoplasmic Reticulum Stress Response (ERSR) in Human Glioma: qHTS; Potency, µM, without a hit: at the highest dose activation, usual class: activators; AID 602332, 2012; U87-MG GRP78 promoter luciferase reporter, 16 h; 420,000 tested, 0.02% active; also: potency is read from the fitted curve at half-maximal effect; series mostly up to about 76 µM; % of control where 0% means no effect; nearly all actives have a fitted effect of over 35% in size
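Stably transfected U87-MG human glioma cells carrying a GRP78-based luminescent sensor were seeded at 1000 cells/well, pin-dosed with compounds and incubated 16 h. Luciferase reagent was then added, and end-point luminescence was read after 10 min at room temperature.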
BLM helicase inh: qHTS Assay for Inhibitors of Bloom's syndrome helicase (BLM); recombinant BLM DNA unwinding, fluorescence dequenching; Potency, µM (titrated, usually from 56.1 µM), without a hit: at the top dose activity change, negative = inhibition, hits mostly inhibitors; 350,000 tested, 0.2% active; AID 2528, 2010;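 also: potency is read from the fitted curve at half-maximal effect; plate controls were vehicle for no effect and no enzyme for full effect; nearly all actives have a fitted effect of over 35% in size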
Pol kappa inh: qHTS for Inhibitors of Polymerase Kappa; DNA polymerase kappa (Homo sapiens), Q9UBT6; 400,000 tested, 0.53% active; Potency, µM (doses to about 107 µM), inactives show at the top dose activity, negative = inhibition, most hits filed as inhibitors; purified Pol kappa, fluorescent DNA synthesis assay, 10 min; also: potency is read from the fitted curve at half-maximal effect; % is scaled to controls: 0 for no effect and ±100 for the full control effect
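10 nM Pol kappa was preincubated with compounds for 15 min at room temperature. Reaction started with 50 nM (final) substrate. Fluorescence read kinetically at 0 and 10 min.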
POLH inh: qHTS for Inhibitors of Polymerase Eta; 390,000 tested, 1.2% active; AID 588591, 2011; Potency, µM (titrated, usually from 114 µM), inactives show at the top dose activity change, negative = inhibition, usual class: inhibitors; DNA polymerase eta (Homo sapiens), Q9Y253; recombinant Pol eta, fluorescent DNA replication assay; also: potency is read from the fitted curve at half-maximal effect; % is scaled to controls: 0 for no effect and ±100 for the full control effect
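Pol eta at 10 nM preincubated with compounds 15 min at room temperature; reaction started with fluorescent substrate (50 nM final) and read kinetically at 0 and 10 min.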
Pol iota inh: qHTS for Inhibitors of Polymerase Iota; Pol iota fluorescent replication assay, 10 min; Potency, µM (series often up to 115 µM), inactives show at the highest dose activity, negative = inhibition, hits mostly inhibitors; 390,000 tested, 1% active; AID 588590, 2011; also: potency is read from the fitted curve at half-maximal effect
Target sequence (Q9UNA4 whole entry, looked up): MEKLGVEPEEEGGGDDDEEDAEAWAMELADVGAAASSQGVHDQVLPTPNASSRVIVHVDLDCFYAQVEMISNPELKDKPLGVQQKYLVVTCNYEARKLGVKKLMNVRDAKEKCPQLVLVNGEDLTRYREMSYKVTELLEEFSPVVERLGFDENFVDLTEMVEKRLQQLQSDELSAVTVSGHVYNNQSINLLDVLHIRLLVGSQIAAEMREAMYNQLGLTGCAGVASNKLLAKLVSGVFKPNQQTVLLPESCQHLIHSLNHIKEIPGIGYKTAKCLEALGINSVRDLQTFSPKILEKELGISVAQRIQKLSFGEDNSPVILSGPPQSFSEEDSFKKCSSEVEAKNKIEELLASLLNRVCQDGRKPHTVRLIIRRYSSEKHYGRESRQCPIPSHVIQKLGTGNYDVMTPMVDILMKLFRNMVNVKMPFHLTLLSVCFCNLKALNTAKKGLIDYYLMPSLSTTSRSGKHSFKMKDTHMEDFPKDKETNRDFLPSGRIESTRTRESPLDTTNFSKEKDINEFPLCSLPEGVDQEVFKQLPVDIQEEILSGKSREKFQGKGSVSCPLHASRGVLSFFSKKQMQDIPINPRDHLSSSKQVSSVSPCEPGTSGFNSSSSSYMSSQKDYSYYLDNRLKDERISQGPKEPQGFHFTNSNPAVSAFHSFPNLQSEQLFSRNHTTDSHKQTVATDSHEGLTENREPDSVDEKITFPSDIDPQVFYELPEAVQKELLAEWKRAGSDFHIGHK
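Fluorescent replication assay read twice, at 0 min and 10 min after adding 50 nM (final) substrate. Enzyme (10 nM) and compounds were first incubated 15 min at room temperature; enzyme-free buffer wells were negative controls.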
Anesthetic bind: qHTS Assay for Identification of Novel General Anesthetics; Ferritin light chain (Equus caballus), P02791; apoferritin/1-aminoanthracene competitive binding, fluorescence; Potency, µM (top dose mostly 77.5 µM), for the others: at the highest dose activity change, negative = displacement, hits mostly inhibitors; 350,000 tested, 0.074% active; AID 485281, 2010; also: potency is read from the fitted curve at half-maximal effect; % is scaled to controls: 0 for no effect and ±100 for the full control effect; nearly all actives have a fitted effect of over 20% in size
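Probe: 1-aminoanthracene (50% saturated, PBS). Protein: horse-spleen apoferritin, 10 uM. Incubation: 10 min, room temperature. Detection: 380 nm excitation, 535 nm emission. Analysis: normalized response, four-parameter Hill.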
POLB inh: qHTS Assay for Inhibitors of DNA Polymerase Beta | P06746 | Pol beta primer extension/strand displacement, fluorescence kinetic | Potency, µM (series often up to 114 µM), without a hit: at the top dose activity change, negative = inhibition, usual class: inhibitors | 340,000 tested, 1.3% active; also: potency is read from the fitted curve at half-maximal effect; % is scaled to controls: 0 for no effect and ±100 for the full control effect
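Kinetic readout of DNA synthesis with strand displacement by Pol beta. Compound and 10 nM enzyme sit 15 min at room temperature; 50 nM substrate starts the reaction, read immediately and at 10 min.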
APEX1 inh: qHTS Assay for Inhibitors of the Human Apurinic/apyrimidinic Endonuclease 1 (APE1) | recombinant APE1, TAMRA/BHQ-2 abasic DNA cleavage fluorescence | Potency, µM (highest dose often 65.8 µM), for inactives: at the highest dose activity change, negative = inhibition, most hits filed as inhibitors | DNA repair nuclease/redox regulator APEX1 (Homo sapiens), P27695 | 350,000 tested, 0.35% active | AID 2517, 2012;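 also: potency is read from the fitted curve at half-maximal effect; plate controls were vehicle for no effect and reference inhibitor for full effect; nearly all actives have a fitted effect of over 55% in size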
Target sequence (P27695 whole entry, looked up): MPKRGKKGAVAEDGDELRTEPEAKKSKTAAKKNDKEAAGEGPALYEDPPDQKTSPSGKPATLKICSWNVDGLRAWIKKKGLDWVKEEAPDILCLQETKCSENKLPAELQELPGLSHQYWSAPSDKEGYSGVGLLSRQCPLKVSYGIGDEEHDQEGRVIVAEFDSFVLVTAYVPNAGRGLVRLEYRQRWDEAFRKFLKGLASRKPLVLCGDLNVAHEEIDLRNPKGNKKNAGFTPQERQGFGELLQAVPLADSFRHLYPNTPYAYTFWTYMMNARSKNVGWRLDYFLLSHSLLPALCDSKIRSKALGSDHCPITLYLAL
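0.75 nM APE1 + cpd, 15 min RT; start w/ 50 nM TAMRA/BHQ-2 THF-abasic dsDNA; kinetic fluor 525/598 nm ×3 reads @60 s; Δ(read3−read1); normalized to DMSO and NSC13755 control wells.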
LDHA inh: qHTS assay for inhibitors of human lactate dehydrogenase; L-lactate dehydrogenase A chain (Homo sapiens), P00338; purified LDHA, NADH/diaphorase-resazurin fluorescence; stronger effect = lower value; activity change, % (values are at about 110 or 230 µM); 480,000 tested, 0.15% active; AID 1347041, 2019; in the data active = activity change below about -30%; inconclusive = mostly about -25% to -30%;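 also: plate controls were DMSO wells for no effect and wells without enzyme for full effect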
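Human LDH5 (2 nM) was incubated with 0.06 mM NADH and 0.2 mM pyruvate for 5 min at room temperature in Tris pH 7.4. Remaining NADH was coupled through diaphorase/resazurin, and resorufin fluorescence was read at 0 and 20 min.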
Numbers without * were called inactive; u = inconclusive; x = not tested or not shown; & = joins results of further samples; ! = a repeat was not active; [ ] = another dose, or the depositor's remark. Unless noted, calls follow the shape of the dose curve; as a rule, active = well fitted curve in the direction sought with a large enough effect; inconclusive = small, poorly fitted or top-dose-only effect, or another doubt; inactive = no such curve, though single readings can be large; an effect the other way counts as inactive or inconclusive.

SMILES	GRP78 ERSR act	BLM helicase inh	Pol kappa inh	POLH inh	Pol iota inh	Anesthetic bind	POLB inh	APEX1 inh	LDHA inh
CCN1C[C@@H]2[C@@H]3C(=O)N(Cc4ccccc4)C(=O)[C@@H]3[C@](Cc3ccccc3)(C1=O)N2C(=O)c1ccc(C(C)(C)C)cc1	-4%	x	-6%	-11%	-5%	x	x	x	-3
CCCn1nnc(NC(=S)NC(=O)C(C)(C)C)n1	4%	4%	0%	-23%	11%	0%	-16%	16%	-4
CCCCn1c(SCC(=O)OCC)nnc1-c1ccoc1C	-2%	-3%	-8%	-9%	18%	-7%	39%	-8%	-8
COC(=O)c1ccc(OC(C)C(=O)c2ccc(C)cc2)cc1 (configuration not stated)	-2%	-7%	-4%	-14%	17%	-9%	-2%	2%	1
COc1ccc(Nc2nc(-c3sc(N)nc3C)cs2)cc1	4%	-3%	1%	-4%	-2%	-16%	-9%	-1%	11
Cc1ccc(OCc2cc(C(=O)N(C)CCn3ccnc3C)no2)cc1C	2%	x	-8%	-20%	30%	x	x	x	-3
CC(C)COc1cccc(C(=O)N2CCN(C(=O)c3ccco3)CC2)c1	-4%	x	5%	-8%	37%[activator]	x	x	-11%	-3
CN1CCC(N(C)C(=O)CCc2nc3ccccc3c(=O)[nH]2)CC1	-4%	4%	-4%	2%	23%	-18%	14%	6%	4
COCCCn1c(SCC(=O)N2CCOCC2)nc2ccccc2c1=O	-4%	1%	1%	-16%	43%[activator]	6%	3%	-7%	-7
CCOC(=O)c1sc(=S)n(C)c1NC(=O)c1cccc(Br)c1	-7%	2%	-8%	-4%	u	-9%	4%	-2%	-5
CCN(CC)c1ccc(NC(=O)COc2ccc(C)cc2)cc1	-3%	-2%	-6%	2%	1%	u	6%	10%	6
CCOC(=O)c1ccc(N2C(=O)C3ON(c4ccccc4)C(c4ccco4)C3C2=O)cc1 (configuration not stated)	0%	-2%	-9%	-15%	12%	u	32%	-3%	-3
CCCCN(C)CCNC(=O)C1CCN(S(=O)(=O)c2cccc3nsnc23)CC1	-1%	2%	2%	-13%	16%	-9%	8%	81%	-2
O=C(CCc1ccccc1)NCc1cccnc1	-1%	1%	-7%	6%	4%	-15%	15%	-2%	-13
NC[C@@H]1O[C@H](O[C@H]2[C@H](O)[C@H](O[C@@H]3O[C@H](CO)[C@@H](O)[C@H](N)[C@@H]3O)[C@@H](N)C[C@H]2N)[C@@H](O)[C@H](O)[C@@H]1O	-6%	5%[21.4 µM]	-7%[19.4 µM]	x	x	-6%[29.3 µM]	x	x	x
COc1ccccc1Cn1c(-c2ccco2)nc2nc3ccccc3nc21	-1%	x	-7%	-1%	55%[activator]	x	x	x	-10
Cc1onc(-c2ccccc2)c1C(=O)NCc1ccc(F)cc1	0%	x	-3%	-19%	-18%[58.9 µM]	x	x	x	-4
NC(=O)c1ccccc1	-4%&-3%	-3%	-6%[60.1 µM]	-2%[57.1 µM]	4%[58.9 µM]	-3%	11%[57.1 µM]	u	-6
COc1ccc(C(CNC(=O)COc2ccc(C)cc2)N2CCCCC2)cc1 (configuration not stated)	-4%	5%	-8%	-10%	-7%	54%	1%	x	1
Cc1csc2nc(COC(=O)c3cccc(NC(=O)COc4ccccc4Cl)c3)cc(=O)n12	0%	-24%	-5%[60.1 µM]	4%	-7%	-9%	-5%	x	-5
CCOc1ccc(C(=O)NCC(=O)NCCSc2ccc(Br)cc2)cc1OCC	-2%	x	-8%	-11%	-3%	x	x	x	-7
Cn1c(SCc2cc(=O)c3cc(Cl)ccc3[nH]2)nnc1-c1ccccc1	-3%	2%	-16%[60.1 µM]	-7%	6%	46%[activator]	7%	x	-5
COC(=O)c1cc(NC(=O)C2CC(=O)NC(=NCc3ccc(OC)cc3)S2)cc(C(=O)OC)c1 (configuration not stated)	-1%	-2%	-6%	2%	30%[activator]	-3%	0%	11%	-4
COc1cc(S(=O)(=O)NCC2OCCc3ccccc32)ccc1-n1cnnn1 (configuration not stated)	2%	0%	-3%	-5%	8%	-14%	4%	1%	-10
CCC1Nc2ncnc(N3CCCCC3)c2N(Cc2ccc(OC)cc2)C1=O (configuration not stated)	-2%&-1%	x	5%	4%	7%	x	x	10%	5&-7
Oc1ccc(/C=N/N=C(c2ccccc2)c2ccccc2)c(O)c1O	0%	u	u	3.2µM*	u	u	2.8µM*	u	36
CN(C)S(=O)(=O)c1cccc(NC(=O)c2ccc(S(=O)(=O)N3CCCCC3)cc2)c1	-5%	x	-3%	-18%	4%	x	x	9%	-2
CCOC(=O)Nc1cccc(OCC(=O)Nc2ccc3c(c2)CCC3)c1	-3%	x	-1%	-9%	28%	x	x	4%	-3
COc1cc2c(cc1OC)C(=O)CCS2	-1%	-10%	5%	-6%	5%	183%[activator]	25%	-2%	-3
O=C(Nc1cccc(Cl)c1)C1=CC=CN2CCS(=O)(=O)N=C12	1%	x	-8%	-4%	16%	x	x	14%	-7

Brought forward from above: 2 entries; new compounds follow.
SMILES	GRP78 ERSR act	BLM helicase inh	Pol kappa inh	POLH inh	Pol iota inh	Anesthetic bind	POLB inh	APEX1 inh	LDHA inh
COc1cc2c(cc1OC)C(=O)CCS2	-1%	-10%	5%	-6%	5%	183%[activator]	25%	-2%	-3
O=C(Nc1cccc(Cl)c1)C1=CC=CN2CCS(=O)(=O)N=C12	1%	x	-8%	-4%	16%	x	x	14%	-7
Cc1ccc(CNc2ncnc3c2c(-c2ccccc2)cn3-c2cccc(Cl)c2)cc1	-3%	-7%	-12%[60.1 µM]	-14%	u	60%[activator]	1%	x	-3
Cc1cc(OC(=O)c2ccc(S(=O)(=O)N3CCCCC3)cc2)c([N+](=O)[O-])c(=O)[nH]1	-3%	-3%	-6%	-1%	29%	-15%	19%	3%	-3
CN(C(=O)CSc1ccc2c(c1)OCCO2)c1ccccc1	2%	x	2%	-8%	10%	x	x	13%	-2
COc1cc(NC(=O)COc2ccc(Cl)cc2)ccc1NC(=O)C(C)C	4%	0%	-8%	4%	-10%	-9%	20%	0%	-8
c1cc[n+](CCC[n+]2ccccc2)cc1	1%	1%	0%	-3%	18%	-1%	7%	32%[activator]	-31*!
CN(C(=O)COc1cccc(Br)c1)C1CCS(=O)(=O)C1 (configuration not stated)	3%	-1%	-6%	-8%	-21%	-8%	31%	-1%	-5
CCOC(=O)C1=C(C)NC(=O)CC1c1ccccc1 (configuration not stated)	-4%	-1%	-1%	8%	-12%	4%	26%	0%	-6
Cc1cc(C(=O)NCCCN2CCN(c3cc(Cl)ccc3C)CC2)n(-c2ccccc2)n1	-5%	-8%	-7%	-13%	-3%	u	-14%	-5%	0
CCCCOc1ncnc2c1[nH]c1ccccc12	3%	3%	-5%	4%	7%	-14%	3%	-2%	-13
Cc1ccc2nc(NC3=NCN(C4CCCCC4)CN3)nc(C)c2c1	x	4%	x	x	x	-16%	-12%	-1%	x
Cc1ccc(NC(=O)CCNC(=O)c2ccco2)cc1	-2%	-10%	-14%	-8%	17%	5%	-28%	-1%	-4
CCN1CCCC1CNC(=O)C(=O)NCc1ccccc1 (configuration not stated)	-4%	-2%	-2%	-7%	32%[activator]	-8%	27%	-2%	-7
C=CCN1CCN(C(CCC)c2nnnn2Cc2ccco2)CC1 (configuration not stated)	-2%	-2%	-11%	0%	-10%	-3%	31%[activator]	10%	-3
Cc1nonc1C(=O)N1CCCC(N2CCN(c3ccc(F)cc3)CC2)C1 (configuration not stated)	-1%	1%	-9%	-10%	25%	-4%	42%	13%	-11
O=C(Nc1ccc2c(c1)OCCO2)C1CCN(S(=O)(=O)c2ccc(Br)s2)CC1	-2%	-8%	-14%	-15%	1%	-7%	-1%	2%	-9
Cc1ccc(NC(=O)C(C)OC(=O)Cn2cnc3ccccc3c2=O)cc1 (configuration not stated)	1%	x	3%	4%	0%	x	x	-6%	-4
CCOC(=O)C1CCN(S(=O)(=O)c2ccc3[nH]c(=O)oc3c2)CC1	-1%	5%	-1%	5%	-23%	-5%	1%	u	-6
CCCN(CCC)CCN1C(=O)C2C(C(=O)Nc3ccc(C)cc3)C3C=CC2(O3)C1C(=O)NC1CCCCC1 (configuration not stated)	-3%	1%	4%	5%	80%[activator]	-5%	56%	4%	-10
Cc1ccc(NC2=NCCCCC2)cc1C	-2%	1%	4%	-6%	-7%	-7%	18%	1%	1
Cc1c(-c2ccccc2)[n+](=O)c2c(n1[O-])CCC2	-5%	-4%	-9%	4%	-2%	2%	-7%	6%	0
CCCCC(=O)Nc1nn(CCC)c2nc3ccccc3cc12	-5%	-9%	-6%	-20%	20%	25%	-1%	10%	3
COc1ccc(Br)c(C(=O)N2CCN(S(=O)(=O)c3cccs3)CC2)c1	-7%	-2%	1%	-1%	26%	-2%	0%	7%	1
CC(C)c1ccc(NC(=O)C(c2ccc3c(c2)OCO3)N2CCCCC2)cc1 (configuration not stated)	-2%	-10%	-2%	-18%	-15%	6%	6%	-10%	-3
CSc1nnc2c3ccccc3c3ccccc3c2n1	-1%	3%	-5%	-1%	16%	-7%	0%	u	2
CCc1ccccc1N1CN(Cc2ccco2)CNC1=S	-3%	-1%	1%	-19%	10%	-7%	5%	-1%	-2

The list is partial; count on the stated rates, not on these rows.
